M. tuberculosis GlmU: inhibition of mycobacterial GlmU enzyme – biochemical, glucosamine-1-phosphate acetyltransferase (AID 1376); M. tuberculosis GlmU acetyltransferase enzyme assay; higher % means a stronger effect; 0.25% of 220,000 active; Bifunctional protein GlmU (Mycobacterium tuberculosis (strain ATCC 25618 / H37Rv)); inhibition, %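 (tested at 30 µM in the primary screen)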, or IC50 in µM where a hit was titrated; in the data active = inhibition above about 13%;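 also: 0% = complete reaction with vehicle and 100% = reaction without substrate; strong numbers were not always called active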
RmlCD inh 1536: M. tuberculosis RmlC/RmlD coupled enzyme inhibitors, primary screen, biochemical, compound mixtures, 384-well, from 1536-well plates; inhibition, % at 3.6 µM; RmlC+RmlD coupled enzyme assay, percent inhibition; primary screen in compound mixtures; 0.03% of 160,000 active; dTDP-4-dehydrorhamnose reductase (Mycobacterium tuberculosis (strain ATCC 25618 / H37Rv)) …; in the data active = inhibition mostly above about 34%, no sharp cut-off; also: some results filed as inactive read as strong as hits
Target sequence (P9WH09 whole entry, looked up): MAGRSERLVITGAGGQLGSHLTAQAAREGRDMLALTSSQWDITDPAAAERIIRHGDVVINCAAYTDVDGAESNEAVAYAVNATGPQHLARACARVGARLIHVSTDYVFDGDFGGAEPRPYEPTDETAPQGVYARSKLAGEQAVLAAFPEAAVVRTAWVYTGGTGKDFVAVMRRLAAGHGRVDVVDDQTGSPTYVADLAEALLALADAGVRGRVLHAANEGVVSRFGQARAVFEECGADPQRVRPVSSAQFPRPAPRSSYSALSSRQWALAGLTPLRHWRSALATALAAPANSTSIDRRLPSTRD
Target sequence (P9WH11 whole entry, looked up): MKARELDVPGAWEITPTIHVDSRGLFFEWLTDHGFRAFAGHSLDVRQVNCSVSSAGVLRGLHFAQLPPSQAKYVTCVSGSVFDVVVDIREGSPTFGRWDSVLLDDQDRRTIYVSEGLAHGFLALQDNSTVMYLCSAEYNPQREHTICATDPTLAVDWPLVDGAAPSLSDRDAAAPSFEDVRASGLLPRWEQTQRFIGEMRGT
Active calls of the source: *; · = not tested or not shown.

compound	M. tuberculosis GlmU	RmlCD inh 1536
Cc1occc1-c1nnc(SCC(=O)c2ccc3c(c2)OCCO3)n1CC1CCCO1 (stereo not given)	0.9%	10
CSCCC(NS(=O)(=O)c1c(Cl)cccc1Cl)C(=O)O (stereo not given)	0.6%	-1
Cc1c(C(=O)NCc2cccnc2)oc2ccc(S(=O)(=O)N3CCCCC3)cc12	3.3%	13
Clc1cccc(NCc2nnc3n2CCCCC3)c1	1.9%	-7
Cc1c(C(=O)O)oc2ccc(S(=O)(=O)NCCC3=CCCCC3)cc12	-0.3%	11
N#Cc1cc2c(nc1SCC(=O)Nc1ccc(Cl)cc1)C1CCN2CC1	5.3%	·
O=C(N/C=C/n1cnc2cc(C(F)(F)F)ccc21)c1ccccc1	-5.6%	8
CCCCNC(=S)NNC(=O)c1csc2c1CCC(C)C2 (stereo not given)	0.6%	·
COc1ccccc1NC(=O)c1ccc([N+](=O)[O-])cc1[N+](=O)[O-]	1.8%	-14
CCOc1ccc(C2NC(=O)C(C#N)=C(S)N2c2ccc(OC)cc2)cc1OC (stereo not given)	-0.1%	-6
COC(=O)C1C(=O)c2c([nH]c(C(=O)OC3CCCCC3)c2C)CC1C (stereo not given)	5.2%	17
O=C(Nc1ccn(Cc2c(F)c(F)c(F)c(F)c2F)n1)c1cccc(Cn2cc([N+](=O)[O-])cn2)c1	-1.3%	-9
CCCCOC(=O)Nc1ccccc1C(=O)N1CCCC1	4.0%	·
CC1(C)CC(=O)c2cn3ncnc3nc2C1	0.3%	-3
O=C1CCCc2c1cc(C(=O)Nc1ccc(Br)cn1)c(=O)n2-c1ccccc1	-0.4%	7
O=C(CNC1CCCCC1)NN=C(c1ccccc1)c1ccccc1	2.1%	-16
CCOc1ccc(C2CC(=O)n3nc(C45CC6CC(CC(C6)C4)C5)nc3S2)cc1OC (stereo not given)	0.5%	·
COc1ccc(NC(=O)C2CCCN(S(=O)(=O)c3cccnc3)C2)cc1 (stereo not given)	0.3%	6
COC(=O)c1cc(OC)c(OC)cc1NC(=S)N1CCN(C)CC1	4.3%	·
CC1CC(C)CN(Cc2nc(N)nc(Nc3ccc4ccccc4c3)n2)C1 (stereo not given)	-6.8%	-12

Overlap with the part before: 5 entries, then new ones.
compound	M. tuberculosis GlmU	RmlCD inh 1536
O=C(CNC1CCCCC1)NN=C(c1ccccc1)c1ccccc1	2.1%	-16
CCOc1ccc(C2CC(=O)n3nc(C45CC6CC(CC(C6)C4)C5)nc3S2)cc1OC (stereo not given)	0.5%	·
COc1ccc(NC(=O)C2CCCN(S(=O)(=O)c3cccnc3)C2)cc1 (stereo not given)	0.3%	6
COC(=O)c1cc(OC)c(OC)cc1NC(=S)N1CCN(C)CC1	4.3%	·
CC1CC(C)CN(Cc2nc(N)nc(Nc3ccc4ccccc4c3)n2)C1 (stereo not given)	-6.8%	-12
O=C(CSc1cccc[n+]1[O-])Nc1cccc(Oc2ccccc2)c1	1.1%	5
COc1ccc(CCNS(=O)(=O)c2ccc(F)cc2)cc1OC	0.2%	·
COC(=O)NNC(=O)Cc1cccc2ccccc12	-4.1%	6
Cc1ccc(Cl)cc1-c1ccc(/C=N/n2cnnc2)o1	-6.8%	9
CC(C)Cc1nc(NCCN2CCOCC2)c(C#N)c2c1COC(C)(C)C2	0.7%	·
O=C(CNc1cccc(C(F)(F)F)c1)N/N=C/c1ccccc1C(=O)O	13%*	16
CC(NC(=S)NC1CCCCC1)C(c1ccccc1)N1CCOCC1 (stereo not given)	2.2%	-8
O=C(O)Cn1c2ccccc2c2ccccc21	10.0%	-1
O=C(Nc1cccc(C(F)(F)F)c1)c1ccccc1NC(=O)C1CCCCC1	5.1%	-1
O=C1CSC(c2cccnc2)N1c1ccc(Cl)cc1 (stereo not given)	-2.8%	3
COc1ccc2cc(/C=N/O)c(Cl)nc2c1	-2.8%	8
COc1ccccc1NS(=O)(=O)c1ccc(Cl)c(NC(=O)c2sc3cc(Cl)ccc3c2Cl)c1	-2.0%	17
CCCn1c(SCC(=O)Nc2c(C)cccc2CC)nnc1C(C)C	5.3%	4
CCN(CC)c1ccc(NS(=O)(=O)c2ccc(OC)cc2)cc1	10.0%	-8
CCOc1cc(C(=O)Nc2ccccc2F)cc(Br)c1OCC	-4.5%	6
CCc1nnc(NC(=O)CSc2nc3c(c(=O)n2CC)SC(C)C3)s1 (stereo not given)	-2.5%	-10
Cc1ccsc1CN1CC(=O)N(c2c(C)cccc2C)C1=S	6.1%	41
O=C(NC(=S)N(Cc1ccccc1)Cc1ccccc1)C1CCCCC1	-1.8%	4
O=C(Nc1nc2cc3c(cc2s1)OCCO3)c1cccc(N2C(=O)CCC2=O)c1	-9.0%	·
COC1=C/C(=C/c2c(N)n3nc(-c4ccc(C)cc4)sc3nc2=O)C=CC1=O	13%	9
CC(=O)CN1Cc2ccccc2/C1=N\C(=O)Nc1ccccc1	7.3%	8
Cc1ccc2cccc(N=Cc3c(C)[nH]n(-c4ccccc4)c3=O)c2n1	-9.4%	11
CCCCNS(=O)(=O)c1ccc2nc(SCC(=O)Nc3cccc(F)c3)[nH]c2c1	4.9%	2
Cc1ccc(S(=O)(=O)c2cc3c(=O)n4ccccc4nc3n(Cc3ccco3)c2=N)cc1C	3.9%	·
CCOC(=O)Cc1csc(NC(=O)CSc2nnc(-c3ccc(NS(=O)(=O)CC)cc3)o2)n1	2.2%	·
O=C(N/N=C/c1ccc2c(c1)OCO2)c1ccc(NS(=O)(=O)c2cccs2)cc1	-0.8%	-11
CN(C)c1ccc(/C=C(/C(=O)c2ccc(Cl)cc2Cl)n2cncn2)cc1	-7.8%	·
COC(=O)/C(=C\c1c(OC)cc(OC)cc1OC)C(=O)c1ccc2c(c1)OCO2	-0.6%	·
CCN1CCC(NC(=O)Nc2ccccc2C(=O)OC)CC1	1.9%	6
Cc1ccc(S(=O)(=O)N2CCCC(CCC(=O)NCc3ccccc3F)C2)s1 (stereo not given)	2.0%	5
O=c1cc(CN2CCN(c3ccccn3)CC2)nc2sccn12	-2.9%	-15
CC1(C)c2ccccc2N2CC(=O)NC21/C=C/c1ccco1 (stereo not given)	-4.1%	·
O=C(N/N=C/c1ccccc1OC(F)F)C1=COCCO1	3.2%	5
O=C(O)CNC(=S)N(Cc1cccs1)C1CCCCC1	2.1%	-6
S=C1NC2=C(CCCC2=C2SCCS2)C(c2ccccc2)N1 (stereo not given)	1.9%	4
COc1cccc(C2c3c(-c4cc(Cl)c(C)cc4O)n[nH]c3C(=O)N2Cc2cccnc2)c1 (stereo not given)	-3.5%	3
Cc1cc(NC(=O)CCl)n(-c2nc3ccccc3s2)n1	5.8%	-11
CCC(CC)c1nnc(NC(=O)Cc2ccccc2[N+](=O)[O-])s1	-5.5%	7
COc1c(O)ccc(C2NC(=O)NC(C)=C2C(=O)Nc2ccccc2C)c1[N+](=O)[O-] (stereo not given)	3.8%	0
CC1(C)Cc2c(sc(NC(=O)Cc3ccccc3)c2C#N)CO1	0.7%	10

A different layout for 2 compounds above:
CCCCNS(=O)(=O)c1ccc2nc(SCC(=O)Nc3cccc(F)c3)[nH]c2c1
- M. tuberculosis GlmU: 4.9%
- RmlCD inh 1536: 2
CCOC(=O)Cc1csc(NC(=O)CSc2nnc(-c3ccc(NS(=O)(=O)CC)cc3)o2)n1
- M. tuberculosis GlmU: 2.2%
- RmlCD inh 1536: ·

(next part)
compound	M. tuberculosis GlmU	RmlCD inh 1536
COc1ccc(CCNC(=O)COC(=O)c2ccc(Br)o2)cc1OC	1.0%	·
CCOP(=O)(OCC)c1nc(-c2ccc(C)cc2)oc1N1CCOCC1	3.6%	·
O=C1CCCN1CC(O)CS(=O)(=O)c1ccc(Cl)cc1 (stereo not given)	0.0%	-3
Cc1cccc(NS(=O)(=O)c2ccc3nc(-c4ccccc4)[nH]c3c2)c1C	4.4%	0
CCOc1ccc2nc(COC(=O)c3ccco3)c(C(C)=O)[n+]([O-])c2c1	1.4%	23
Oc1cnn(-c2ccccc2)c1	-3.9%	·
CCn1c(C)c(C(C)=O)cc(C#N)c1=O	1.2%	3
COCCn1ccc(O)c(Cc2ccc(Cl)cc2)c1=O	7.3%	9
O=C(Nc1ccc(Cl)cc1C(=O)Nc1ccncc1)c1ccco1	-3.2%	-8
CCN(CC(=O)NCc1ccc(F)cc1)C(=O)COc1ccc2ccccc2c1	-2.6%	23
CC1CCCC(C)N1C(=O)Cn1cc(C#N)c2ccccc21 (stereo not given)	-5.8%	-2
CCCC1NC(=S)NC(C)=C1C(C)=O (stereo not given)	7.2%	-12
Nc1nc2ccc(-c3nc4ccccc4o3)cc2s1	-2.7%	·
OCCN(CCO)Cc1ccc(Br)cc1	-5.4%	7
CCN(CC)CCN(CC(=O)N(C1CCCCC1)C1CCCCC1)C(=O)c1ccco1	8.0%	4
COC(=O)/C=C/c1ccccc1S(=O)(=O)N(Cc1ccccc1)Cc1ccco1	3.0%	3
O=C(NC(=S)Nc1ccc(C(F)(F)F)cc1)c1csnn1	-2.7%	7
CC1CCN(C(NC(=O)c2ccco2)C(=O)c2ccccc2)CC1 (stereo not given)	1.4%	·
CCN1CCCC1CNC(=O)CSc1cc(=O)n(CC)c2ccccc12 (stereo not given)	-2.9%	12
C=CCc1cccc(/C=N/n2cnnc2)c1O	1.3%	-9

A run of entries taken from the entries so far, as a working copy:
compound	M. tuberculosis GlmU	RmlCD inh 1536
COc1ccc(CCNC(=O)COC(=O)c2ccc(Br)o2)cc1OC	1.0%	·
CCOP(=O)(OCC)c1nc(-c2ccc(C)cc2)oc1N1CCOCC1	3.6%	·

Next structures follow.
compound	M. tuberculosis GlmU	RmlCD inh 1536
CCOC(=O)c1oc2cc(O)ccc2c(=O)c1-c1ccccc1OC	-1.3%	31
CCc1ccc(NC(=S)NC2CC3CCCC(C2)N3Cc2ccccc2)cc1 (stereo not given)	-4.0%	14
CCCOc1ccc(C(=O)O/N=C(\CC)c2ccc(C)cc2)cc1	0.8%	-13
CC(=O)COc1ccc2c3c(c(=O)oc2c1C)CCCCC3	3.8%	5
CCCCC(NC(C)=O)c1nc2ccccc2n1CCCC (stereo not given)	·	7
CCOc1ccc(N2C(=O)NC(=O)/C(=C\c3ccccc3[N+](=O)[O-])C2=O)cc1	-2.3%	-9
CS(=O)(=O)N1CCN(c2ccc([N+](=O)[O-])c3cccnc23)CC1	4.1%	·
CCCn1c(N)c(Sc2ccc(Cl)cc2)c(=O)n(CCC)c1=O	1.2%	-44
CCOc1ccc(NC(=O)CCCc2cc(-c3ccc(OCC)cc3)on2)cc1	-0.8%	2
COc1ccc(NC(=O)CN(C2CCCCC2)S(C)(=O)=O)cc1OC	-1.6%	·
COCCOC(=O)c1c(C)n(C)c2ccc(OC(=O)C3CC3)cc12	1.3%	10
Cc1ccccc1N1C(S)=C(C#N)C(=O)NC1c1cccs1 (stereo not given)	1.9%	85
O=C(Nc1ccc2ccccc2c1)C(c1ccccc1)C1CCCC1 (stereo not given)	-1.4%	-4
O=CN1CCN(C(C(=O)NC2CCCCC2)c2cc3c(cc2[N+](=O)[O-])OCO3)CC1 (stereo not given)	-1.0%	-7
Cc1cccc(-n2c(O)cnc2Nc2nc(C)cc(C)n2)c1	1.7%	-3
O=c1c2c(nc3n1CCS3)c1cc(F)ccc1n2Cc1cc(=O)n2cc(Cl)ccc2n1	3.3%	-9
O=C(CSc1nc2cc(Cl)ccc2s1)Nc1cccc(S(=O)(=O)N2CCOCC2)c1	-1.9%	-18
Cn1c(NCC(O)c2ccccc2)nc2c1c(=O)n(Cc1ccc(Cl)c(Cl)c1)c(=O)n2C (stereo not given)	-10%	·
Cc1ccccc1OCC(=O)NC(=S)Nc1ccc(S(=O)(=O)NC2CCCCC2)cc1	0.4%	·
Cc1ccc(-c2nn(CC(N)=O)c(=O)c3ccccc23)cc1S(=O)(=O)N(C)C	1.0%	·
CCn1c(CSc2nc(C)cc(C)n2)nnc1SCC(=O)Nc1nc(-c2ccccc2)cs1	-0.7%	·
COc1ccc(NC(=S)N(CCCN2CCC(C)CC2)Cc2cccs2)cc1Cl	2.1%	4
Cc1ccc(-n2c(SCCN)nnc2-c2cccc(C)c2)cc1	-0.3%	·
CN(Cc1cc([N+](=O)[O-])c2cccnc2c1O)C1CCCCC1	1.2%	·
CNC(=O)CSc1nnc(-c2cnccn2)n1C	-1.7%	-11
Cc1cc(C)nc(NC2=NCC(=O)N2c2ccccc2Br)n1	3.0%	10
CCOc1ccccc1CN1C(=O)c2ccccc2C1C(=O)NC(C)CC (stereo not given)	-2.7%	8
c1cc2nc(C34CC5CC(CC(C5)C3)C4)[nH]c2cn1	1.7%	·
Cn1c(SCC(=O)Nc2ccc3cn[nH]c3c2)nnc1-c1cccs1	3.0%	·
N/C(COc1cccc(Cl)c1)=N\O	-0.5%	-8

An excerpt (hit frequency here may not be typical).
